PfHsp40 rescue: rescue of PfHsp40-mediated yeast toxicity; growth rescue, % at 12.5 µM; 340,000 compounds, 0.68% hits; S. cerevisiae expressing PfHsp40, growth rescue, ATP luminescence; in the data active = growth rescue above about 28%, passing the limit was not always enough;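 note: yeast W303a lacking pdr1 and pdr3 grown in galactose medium; growth measured after three days at 30 °C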
UGM FP inh: inhibitors of M. tuberculosis UDP-galactopyranose mutase; P9WIQ1; purified UGM, fluorescence polarization probe displacement; inhibition, % at 10 µM; 320,000 compounds, 0.06% hits; in the data active = inhibition above about 10%, passing the limit was not always enough
Target sequence (P9WIQ1 whole entry, looked up): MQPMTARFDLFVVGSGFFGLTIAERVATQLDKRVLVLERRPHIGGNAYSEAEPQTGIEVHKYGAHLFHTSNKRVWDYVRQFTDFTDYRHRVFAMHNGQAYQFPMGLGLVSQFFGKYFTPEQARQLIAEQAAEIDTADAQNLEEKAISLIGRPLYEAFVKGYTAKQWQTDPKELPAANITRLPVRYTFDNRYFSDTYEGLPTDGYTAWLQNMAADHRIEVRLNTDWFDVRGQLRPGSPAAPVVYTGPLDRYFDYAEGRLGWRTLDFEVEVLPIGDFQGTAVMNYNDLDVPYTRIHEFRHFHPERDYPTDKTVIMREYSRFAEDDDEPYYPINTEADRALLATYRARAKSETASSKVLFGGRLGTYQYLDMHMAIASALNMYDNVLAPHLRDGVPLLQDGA
GDH-TPI inh: GDH-TPI coupled enzyme inhibition counter-screen; inhibition, % at 4.8 µM; AID 588335; 360,000 compounds, 1.2% hits; GDH-TPI coupled enzyme counterscreen, NADH absorbance; in the data active = inhibition above about 30%;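 note: 0% = DMSO wells and 100% = wells lacking the enzyme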
FadD28 FP inh: inhibitors of Mycobacterium tuberculosis FadD28 bisubstrate binding; inhibition, % at 12.5 µM; 360,000 compounds, 0.22% hits; FadD28 bisubstrate probe binding, fluorescence polarization; in the data active = inhibition above about 8.5%, passing the limit was not always enough
BioA inh: BioA (M. tuberculosis) enzyme inhibition; 360,000 compounds, 0.096% hits; AID 602481; inhibition, % at 9.99 µM; purified M. tuberculosis BioA enzyme, plate reader; in the data active = inhibition above about 40%
BoNT-F LC inh: blocks Botulinum neurotoxin F light chain protease; 360,000 compounds, 0.22% hits; inhibition, % at 10 µM; Multiplex microsphere protease cleavage assay, flow cytometry; in the data active = inhibition above about 35%, passing the limit was not always enough; note: plate controls were buffer without enzyme for full effect and enzyme alone for no effect
Mtb FBA inh: inhibits M. tuberculosis FBA enzyme. 360,000 compounds, 2.3% hits. purified M. tuberculosis FBA, fluorescence read-out. inhibition, % at 1 µM. AID 588726. P9WQA3; in the data active = inhibition above about 27%;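 note: 0% = vehicle and 100% = reference inhibitor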
Target sequence (P9WQA3 whole entry, looked up): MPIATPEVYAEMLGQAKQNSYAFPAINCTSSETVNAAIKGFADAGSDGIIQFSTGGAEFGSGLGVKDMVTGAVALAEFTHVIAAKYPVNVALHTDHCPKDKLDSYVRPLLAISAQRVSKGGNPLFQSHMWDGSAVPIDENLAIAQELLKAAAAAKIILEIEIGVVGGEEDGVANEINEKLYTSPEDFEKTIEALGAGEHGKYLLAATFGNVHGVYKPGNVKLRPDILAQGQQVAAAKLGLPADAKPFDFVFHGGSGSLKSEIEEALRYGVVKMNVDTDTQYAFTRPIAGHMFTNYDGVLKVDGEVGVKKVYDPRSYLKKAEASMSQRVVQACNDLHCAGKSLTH
Anthrax LF prot: blocks Bacillus anthracis lethal factor protease; P15917; multiplex microsphere protease cleavage assay, LF; inhibition, % at 10 µM; 360,000 compounds, 0.12% hits; AID 588501; note: plate controls were buffer without enzyme for full effect and enzyme alone for no effect
BoNT-A LC inh2: inhibitors of Botulinum neurotoxin A light chain protease; inhibition, % at 10 µM; multiplex microsphere protease substrate cleavage, flow cytometry; AID 588499; 360,000 compounds, 0.17% hits; note: plate controls were buffer without enzyme for full effect and enzyme alone for no effect
An asterisk follows results filed as active; . = no result given; & = joins results of further samples. Cut-off read from the data, not from the text of the source, unless noted: active = inhibition above about 30%; inconclusive = no clear call, values can overlap the other calls; inactive = below that.

Values run as follows: PfHsp40 rescue	Mtb FBA inh	FadD28 FP inh	GDH-TPI inh	Anthrax LF prot	BoNT-A LC inh2	BioA inh	BoNT-F LC inh	UGM FP inh
- CCOc1cc(CNCCc2ccc(S(N)(=O)=O)cc2)ccc1OCc1ccc(Cl)cc1
  0.2	-1	-13	-6	-8	0.1	0.2	-31	-1.5
- O=C(Nc1ccccc1Cl)c1c(F)c(F)c(F)c(F)c1F
  -0.8	-4	-2.3	4	8	-0.8	3.0	-6	-1.2
- O=C(/C=C/NNC(=O)c1ccc(Cl)cc1)c1ccccc1
  0.4	7	-2.6	4	-9	-2.7	.	-15	1.6
- COc1c([N+](=O)[O-])c(=O)n(-c2ccccc2)c2ccccc12
  -0.5	1	-1.5	10	-4	-0.3	.	-12	2.5
- COCCNC(=O)C(c1ccc(O)cc1)N(Cc1ccccc1)C(=O)CCC(=O)Nc1nccs1 (stereo unspecified)
  -0.2	0	0.0	-3	-1	1.8	-1.2	4	0.2
- CCN1C(=O)c2cccc3c(S(=O)(=O)Nc4ccccc4O)ccc1c23
  0.4	0	-2.3	-8	1	2.6	2.5	8	-4.0
- O=C(CCCOc1ccccc1)Nc1ccc(Cl)cn1
  0.8	1	0.3	3	0	-1.3	.	-8	-2.7
- O=C(NCc1cccc(Cl)c1)c1ccc(CS(=O)Cc2ccccc2Cl)o1 (stereo unspecified)
  1.0	0	-2.9	-4	1	1.0	2.6	14	-1.4
- COc1ccc2[nH]c(=O)c(CN(CC3CCCO3)C(=O)Nc3ccc(F)cc3)cc2c1 (stereo unspecified)
  0.1	3	-1.1	2	0	-0.2	1.2	6	.
- COC(=O)[C@H](Cc1c[nH]c2ccccc12)NCc1cccc(B(O)O)c1
  -1.0	1	0.6	-6	4	-0.6	0.9	-5	.
- Cc1[nH]c2ccccc2c1Cc1nnc(SCc2ccccc2)o1
  9.8	-1	-1.5	0	-2	-0.6	-0.3	-10	-0.6
- CN1C(=O)c2ccccc2C(C(=O)NCc2ccco2)C1c1c[nH]c2ccccc12 (stereo unspecified)
  -0.3	0	0.3	0	0	0.2	0.0	-4	-0.6
- O=C(CSc1nnc(-c2ccc(C(F)(F)F)cn2)o1)Nc1cccc(Cl)c1
  -1.7	-2	-3.9	-8	.	.	0.8	.	0.2
- Cn1c2c(c(=O)n(C)c1=O)C1c3cc(Cl)ccc3OCC1CO2 (stereo unspecified)
  -1.4	-2	1.2	5	-5	-0.6	0.5	-15	-1.4
- COc1cccc(C2CC(=O)Nc3cc4c(cc32)CCC4)c1 (stereo unspecified)
  0.8	1	-2.5	4	-4	0.2	.	0	-4.2
- CC(=O)c1cccc(NC(=O)N2CCC(NC(=O)C3CCCCC3)CC2)c1
  -0.2	0	-2.1	-3	2	-0.1	-0.1	-1	-0.1
- COC(=O)c1cc2ccccc2n1Cc1ccc(Cl)nc1
  -0.5	5	-1.4	4	2	-0.8	0.2	4	-0.1
- Cc1ccccc1NC(=O)c1ccc(NC(=O)c2ccco2)cc1
  16	1	-1.2	-1	-1	-0.5	-1.3	-12	-0.2
- CC(C)CNC(=O)CC(=O)N/N=C/c1ccc(F)cc1
  -2.9	0	-3.1	-2	-2	0.7	0.0	1	0.3
- COc1ccccc1CC(=O)Nc1cccc(C(=O)NN2C(=O)c3ccccc3C2=O)c1
  0.1	3	-1.3	2	-3	-0.4	.	2	-0.2
- O=C(NCc1ccco1)C(c1cccnc1)N(C(=O)Cn1nnc2ccccc21)c1ccccc1 (stereo unspecified)
  -0.4	1	-1.3	1	0	0.3	-1.8	23	2.0
- Cc1cccc(C(=O)Nc2oc(-c3ccccc3)cc2C#N)c1
  -1.0	8	1.0	19	-6	0.1	-2.0	4	-1.9
- Cc1cc(C)c(S(=O)(=O)N2CCCCC2CCNC(=O)C(=O)NCc2ccco2)c(C)c1 (stereo unspecified)
  0.7	3	-0.9	0	.	.	-1.2	.	-2.0
- CCCOc1ccc(-c2nc(SCc3ccccc3)[nH]c(=O)c2C#N)cc1OC
  -0.3	-5	-1.0	0	-12	-4.6	3.4	-1	0.3
- O=c1[nH]n(-c2ccc([N+](=O)[O-])cc2)c(=O)c2ccccc12
  0.7	2	0.7	17	-13	-5.1	.	-31	1.8
- Cc1cc(C(=O)O/N=C(\N)c2ccc(C(C)(C)C)cc2)no1
  .	2	-0.2	-4	2	0.0	-2.0	6	-0.5
- C[C@@H]1CN([C@@H](C)CO)C(=O)c2cc(Br)cnc2O[C@H]1CN(C)C(=O)CN1CCOCC1
  .	0	-2.0	-5	-4	-0.3	0.2&-0.5	-4	.
- O=c1ccc2cc(S(=O)(=O)NCc3ccccc3)ccc2[nH]1
  2.8	1	-0.8	14	2	0.0	-0.2	-2	-2.2
- CCOC(=O)/C(C#N)=C1/C=CNC(=O)N1
  1.2	8	0.1	8	0	0.4	15	-7	0.1
- O=C(NNc1cccc(Cl)n1)Nc1cccc(Cl)c1
  1.9	-1	-4.8	-6	-4	-0.9	0.7	-12	1.0
- O=C(CNC(=O)c1cccc(Br)c1)N/N=C/c1cccnc1
  0.5	-1	0.3	8	-2	-0.3	40	-7	-1.1
- CC(C)(C)C(=O)Nc1c(Cl)cccc1OC(F)(F)F
  -0.7	1	-1.8	12	-1	1.2	.	11	-1.0
- O=C(NNC(=O)C1CCCC1)c1cc([N+](=O)[O-])cc([N+](=O)[O-])c1
  -1.2	1	-0.8	5	0	-2.2	-0.8	-3	-1.2
- CC(C)N(C(=O)[C@H]1C[C@H](CC(=O)NCc2cccc(C(F)(F)F)c2)C(=O)N2CCc3c([nH]c4cc(-c5ccco5)ccc34)[C@]12C)C(C)C
  0.3	16	-13	12	2	-0.2	-0.9	-2	.
- COc1cc(OC)cc(-c2nnc(NC(=O)c3ccc4c(c3)OCCO4)o2)c1
  0.1	0	-3.9	-2	0	0.7	-0.2	-8	1.4
- O=c1c(N=Nc2ccccc2)c[nH]n1-c1ccccc1
  .	-2	-0.1	19	0	-0.3	-2.2	-11	.
- Cc1ccc(CC(=O)Nc2nc3ccccc3s2)cc1
  3.8	3	-2.3	8	-2	-0.4	-2.0	-12	1.5
- Cc1cccn2c(=O)c3cc(C(=O)NCC4CCCO4)c(=N)n(CCN4CCOCC4)c3nc12 (stereo unspecified)
  4.3	145*	-1.3	24	1	-0.7	1.9	18	1.0
- COC(=O)[C@H](Cc1ccccc1)NS(=O)(=O)c1ccc(F)cc1Br
  -1.6	-1	-1.8	-1	1	-0.2	1.4	-3	.
- CC(=O)c1ccc(OCc2c(-c3ccccc3)nnn2CC(=O)NS(=O)(=O)c2ccccc2C)cc1
  .	-1	-2.3	-3	-4	-0.5	1.8	-5	.

Taken from the listing for reference:
Values run as follows: PfHsp40 rescue	Mtb FBA inh	FadD28 FP inh	GDH-TPI inh	Anthrax LF prot	BoNT-A LC inh2	BioA inh	BoNT-F LC inh	UGM FP inh
- O=C(NCc1ccco1)C(c1cccnc1)N(C(=O)Cn1nnc2ccccc21)c1ccccc1 (stereo unspecified)
  -0.4	1	-1.3	1	0	0.3	-1.8	23	2.0
- Cc1cccc(C(=O)Nc2oc(-c3ccccc3)cc2C#N)c1
  -1.0	8	1.0	19	-6	0.1	-2.0	4	-1.9
- Cc1cc(C)c(S(=O)(=O)N2CCCCC2CCNC(=O)C(=O)NCc2ccco2)c(C)c1 (stereo unspecified)
  0.7	3	-0.9	0	.	.	-1.2	.	-2.0
- CCCOc1ccc(-c2nc(SCc3ccccc3)[nH]c(=O)c2C#N)cc1OC
  -0.3	-5	-1.0	0	-12	-4.6	3.4	-1	0.3

The results go on.
Values run as follows: PfHsp40 rescue	Mtb FBA inh	FadD28 FP inh	GDH-TPI inh	Anthrax LF prot	BoNT-A LC inh2	BioA inh	BoNT-F LC inh	UGM FP inh
- CN(C)S(=O)(=O)N1CCC(Oc2cccc(C(=O)N3CCCCCC3)c2)CC1
  -0.8	-1	0.3	1	-4	-1.5	-0.5	-22	4.0
- CCCCC(=O)Nc1nnc(SCC(=O)NC2CCCC2)s1
  -0.9	0	-1.2	-6	4	-0.2	-1.1	10	-0.5
- CCOC(=O)CSC1=C(C#N)C(c2ccc(Cl)cc2)CC(=O)N1 (stereo unspecified)
  0.7	-2	-2.0	4	-4	0.2	2.4	-9	1.2
- CCc1noc(C)c1C(=O)OCC(=O)c1ccccc1OC
  -1.9	2	-1.1	-1	1	0.4	-0.2	5	-2.1
- NC(c1ccccc1)c1csc(Nc2ccc(C(=O)c3ccccc3)cc2)n1 (stereo unspecified)
  .	2	-2.0	18	-4	0.1	-6.0	-14	.
- CC(C)(C)C(=O)/C=c1\s/c(=C\c2ccc(-c3ccc([N+](=O)[O-])cc3)o2)c(=O)n1CC(=O)NC(N)=O
  0.6	-1	-1.9	-1	18	16	-3.4	22	0.8
- CCn1c(SCC(=O)c2c[nH]c3ccccc23)nnc1-c1cccs1
  -1.0	0	0.3	10	.	.	6.8	.	-0.3
- Cc1ccc(C(=O)N/C(=C/c2ccco2)C(=O)NCCc2c[nH]c3ccccc23)cc1
  1.5	2	-2.7	9	-3	-0.6	.	-6	2.8
- COc1ccccc1C(=O)Nc1cc(Cl)ccc1O
  -1.0	0	-0.9	14	-2	0.5	-2.7	0	-1.7
- Cc1ccc2c(c1)C1CN(C)CCC1N2C(=O)c1ccc(Cl)c(S(=O)(=O)N2CCOCC2)c1 (stereo unspecified)
  -1.8	-1	-0.5	2	-8	-0.7	2.0	1	0.0
- COc1cc2cc(CN(Cc3nnnn3Cc3ccccc3)CC3CCCO3)c(=O)[nH]c2cc1OC (stereo unspecified)
  2.2	35*	-2.3	0	7	-0.4	0.5	1	.
- CCCC1(C)C(C#N)C(=O)NC(=O)C1C#N (stereo unspecified)
  -0.2	3	-1.1	8	-3	0.1	-1.6	-3	.
- CCSc1ncc(C#N)c(=O)[nH]1
  -0.6	7	0.9	-6	-1	-0.6	0.4	-2	2.4
- CC(=O)c1c(C(C)=O)c(C)n(NC(=O)c2ccc(Cl)cc2)c1C
  0.9	3	-1.5	-2	-1	0.2	-3.1	5	-0.7
- CN1CCN(c2ccc(C(N)=O)cc2[N+](=O)[O-])CC1
  -0.9	-3	-4.2	10	-1	-1.5	.	-9	0.7
- CC(C)(C)c1ccc(C(=O)NN2CCOCC2)cc1
  -0.2	0	-3.3	-14	0	-0.3	-2.5	13	-0.6
- Cc1ccccc1-c1nnc(CN2CCC(C)CC2)o1
  -0.4	0	0.2	-6	-9	-1.1	-0.1	32	-2.7
- Cc1ccc(N2C(=O)c3ccccc3C2Nc2ccccc2F)nc1 (stereo unspecified)
  -1.3	-2	-4.3	1	2	1.0	0.5	-4	-0.4
- COc1ccc(C(=O)N2N=C(c3cccc(NS(C)(=O)=O)c3)CC2c2cccs2)cc1 (stereo unspecified)
  1.5	13	-0.5	17	-16	11	-0.7	-6	-1.2
- CN(C)c1ccc(/C=C2\Oc3ccc(C#Cc4cccc(N)c4)cc3C2=O)cc1
  -0.2	6	-0.7	-6	-4	3.1	-2.8	20	-6.2
- N#CC(=C1SC=CS1)c1nc(-c2ccccc2)cs1
  -0.5	-3	-1.9	6	6	0.1	1.3	2	1.1
- CC(C)(C)OC(=O)C[C@@H]1C/C=C\C[C@H](CC(=O)N(CCO)Cc2ccccc2)C(=O)NC[C@@H](c2ccccc2)OC1=O
  -0.5	9	-0.8	17	-1	0.5	-1.4	-5	0.3
- C=C1CCN([C@H](C(=O)OCc2ccc(C)cc2)C(C)C)S(=O)(=O)c2ccccc21
  -0.5	-3	-4.2	-3	-5	0.1	0.4	1	-2.5
- COc1cc(CNC(=O)C2CC2)ccc1OCc1ccccc1
  -1.4	0	-0.4	4	2	-0.2	-2.2	1	-1.1
- CSc1nc(N)nc2c1ncn2CC(=O)NCC1CCCO1 (stereo unspecified)
  0.6	2	-2.3	3	-1	-0.1	0.0	3	2.3
- O=C(COC(=O)Cc1ccccc1)Nc1cc(S(=O)(=O)N2CCCCC2)ccc1Cl
  0.5	0	-0.4	-6	3	3.1	.	9	1.1
- COC(=O)c1cc(S(=O)(=O)NCC2CCN(Cc3ccc(C)cc3)CC2)c[nH]1
  0.9	-2	-2.8	2	-2	-1.9	-1.6	-1	-2.3
- Cc1cc(N)n(Cc2cccs2)n1
  0.6	5	-0.6	4	-1	-0.5	.	0	0.3
